# Screening results deposited in PubChem BioAssay by several laboratories.
# NOD2 RIPK2 PPI = blocks binding of human NOD2 to RIPK2; AID 624267; 0.38% of 360,000 active; CHO BLA complementation NOD2-RIPK2, CCF4 ratio; inhibition, % at 4.98 µM; O43353; in the data active = inhibition above about 21%;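 note: 0% = vehicle only and 100% = reference blocker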
# TLR9-MyD88 block = TLR9-MyD88 interaction inhibition | inhibition, % at 4.98 µM | CHO BLA complementation TLR9-MyD88, CCF4 FRET ratio | 0.21% of 340,000 active;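 active = inhibition above the mean over all tested compounds plus 3 SD, cut at about 21% in these data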;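 note: 0% = DMSO only wells and 100% = clavulanate BLA inhibitor control wells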
# NR2F2 inh = inhibitors of human COUP-TFII (NR2F2). HEK293T NGFI-A luciferase reporter, luminescence. P24468. inhibition, % at 8.6 µM. 0.7% of 370,000 active;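 active = inhibition above a per-plate cutoff, mean inhibition of test wells between control levels plus 3 SD, cut at about 38% in these data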;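 note: cells cotransfected with COUP-TFII expression vector driving the NGFI-A reporter; 0% = median of COUP-TF2 test wells and 100% = reporter-only cells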
# TWEAK-Fn14 inh = inhibitors of TWEAK-Fn14 interaction signaling; inhibition, % at 10 µM; 2% of 360,000 active; TWEAK-stimulated Fn14 reporter cells, luciferase luminescence, 8 h; AID 1159606; in the data active = inhibition above about 50%
# TROY NFkB inh = TROY signaling inhibition; Q293 LMP1-TROYcd NF-kB luciferase reporter, 4 h; inhibition, % at 10 µM; 0.98% of 360,000 active; AID 1347056;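 active = compounds whose plate-normalised and pattern-corrected inhibition of the luciferase reporter signal at the single screening dose is 50% or more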
# NCOA1 inh = inhibits human SRC1 coactivator. HEK293 GAL4-SRC1 luciferase reporter, luminescence. 0.12% of 360,000 active. inhibition, % at 3.6 µM. Q15788;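 active = inhibition above the campaign mean plus 3 SD, with each screening campaign given its own cutoff, cut at about 60% in these data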;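 note: 0% = DMSO treated cells and 100% = gossypol at 36 µM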
# SRC2 inh = human SRC2 (NCOA2) inhibition | Q15596 | HEK293 GAL4-SRC2 luciferase reporter, luminescence | inhibition, % at 9 µM | 0.17% of 370,000 active | AID 651957;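 active = inhibition above the mean inhibition of all tested compounds plus 3 SD, set per campaign, cut at about 52% in these data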;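 note: 0% = DMSO treated cells and 100% = cells given Gossypol at 36 µM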
# NCOA3 inh = inhibitors of human steroid receptor coactivator 3 (SRC3); Q9Y6Q9; HEK293 GAL4-SRC3 luciferase reporter, luminescence; inhibition, % at 3.6 µM; 0.17% of 360,000 active; AID 588352;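 active = inhibition above a per-campaign cutoff, the mean of all compounds plus 3 SD, cut at about 60% in these data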;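 note: 0% = DMSO-treated cells and 100% = gossypol-treated cells at 36 µM; higher means less SRC3-driven luciferase light from the GAL4 reporter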
# LRH-1 inv ag = inverse agonists of human LRH-1 (NR5A2); O00482; HEK293T StAR-luciferase reporter, LRH-1 transfected, 24 h; inhibition, % at 3.6 µM; 0.13% of 360,000 active; AID 602396;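 active = inhibition above the mean inhibition of all tested compounds plus 3 SD, cut at about 73% in these data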;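 note: 0% = DMSO wells and 100% = reporter-only cells lacking LRH-1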
# Granule exo inh = blocks lytic granule exocytosis | TALL-104 LAMP-1 surface exposure, flow cytometry; cells stimulated with thapsigargin and PMA | inhibition, % at 10 µM | 0.66% of 360,000 active | AID 651702;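 active = inhibition above about 55%, limit read from the data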
# ABHD5-PLIN5 inh = blocks binding of human ABHD5 to perilipin-5. Split G. princeps luciferase complementation, luminescence, 4 h. 0.78% of 360,000 active. inhibition, % at 4 µM. Q00G26+Q8WTS1;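 active = inhibition above the mean inhibition across every tested compound plus 3 SD, cut at about 22% in these data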;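 note: 0% = DMSO only wells and the 100% control is not disclosed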
# * hit, by the source's call; · = not tested or not shown. These rows are one share of the data; the hit share may differ from the screen's.
SMILES,NOD2 RIPK2 PPI,TLR9-MyD88 block,NR2F2 inh,TWEAK-Fn14 inh,TROY NFkB inh,NCOA1 inh,SRC2 inh,NCOA3 inh,LRH-1 inv ag,Granule exo inh,ABHD5-PLIN5 inh
CCc1ccccc1NC(=O)N1CCC(NC(=O)C(Cc2ccc(OC)c(OC)c2)NC(C)=O)CC1 (stereo unspecified),-3,-7,-4,1,-8,19,-7,23,-1,3,2
Cc1cccc(C(=O)NC(=S)Nc2ccccc2C(=O)O)c1,9,4,-7,-20,-2,-33,-13,-7,-27,0,-1
Clc1ccc(N2O[C@H]3C=C[C@@H]2C3)nc1,8,·,·,-8,11,-2,·,-22,-28,3,-6
CCCCn1c(N)c(C(=S)NC(=O)CC(C)(C)C)c(=O)n(C)c1=O,-6,-7,-6,-16,-74,0,-4,2,-20,-2,0
C#CCNC(=O)C[C@@H]1C[C@@]2(C(=O)OC)CC(C)(C)CC=C2N(CCc2ccc(OC)c(OC)c2)C1=O,-7,·,9,·,·,·,1,·,7,-2,-4
COc1ccc(OC)c(-c2nc(C(=O)NCC3CCCO3)cc3c2[nH]c2ccccc23)c1 (stereo unspecified),-6,-25,-6,39,2,2,-14,9,19,0,-2
COc1ccc(NC(=O)N2CCC(CO)(CC3CCCCO3)CC2)c(OC)c1 (stereo unspecified),14,3,14,-6,-21,12,-1,-6,8,17,-1
Cc1noc(C)c1C(=O)N1CCC1(C)C(=O)NS(=O)(=O)c1ccccc1Cl (stereo unspecified),-6,·,-2,2,-16,7,-6,-2,-9,-6,3
NS(=O)(=O)c1ccc(CNC(=O)Cc2cccs2)cc1,6,-12,10,1,1,-36,2,3,1,8,3
CCCCN1C2CCCC1CC(NC(=O)C1CCCCC1)C2 (stereo unspecified),-10,-4,6,-5,-4,-8,7,10,1,2,1
O=C(CCn1c(=O)[nH]c2ccccc2c1=O)N1CCN(c2ccc(Cl)cc2)CC1,-6,4,9,16,-6,-13,12,1,1,-1,0
O=C(N/N=C1\CC2CC=CC12)c1ccc(Br)cc1 (stereo unspecified),1,0,-5,-4,-12,6,-15,6,-10,-2,-7
O=C(NCc1n[nH]c(=O)c2ccccc12)C1CC(=O)N(c2ccc(Cl)cc2)C1 (stereo unspecified),1,1,19,-14,7,-26,-37,4,-4,-11,-1
COc1ccc2cc(CCC(C)=O)ccc2c1,9,-4,-40,-20,-60,-103,-64,-105,-100,-7,-6
COc1cc(Cl)nn(-c2ccccc2)c1=O,-4,12,14,8,-2,-27,5,11,3,0,3
Cc1cc(C)cc(N(CC(=O)NCc2ccc3c(c2)OCO3)C(=O)CCC(=O)Nc2ccccn2)c1,-11,1,-5,-18,-19,1,-9,15,2,5,-2
CCOc1ccccc1-n1c(SCC(N)=O)nnc1-c1ccc(O)cc1,4,-7,5,8,8,9,5,2,-1,-4,-6
CCOC(=O)C(C)On1c(-n2nc(C)cc2C)nc2ccccc2c1=O (stereo unspecified),-3,10,14,-9,1,-9,-3,-13,-7,-19,5
CCOc1ccccc1C(=O)NCC(=O)NCCCc1ccccc1,1,-2,13,5,12,-14,-7,24,-7,-2,0
O=C(C[C@@H]1C/C=C\CCCC(=O)OC[C@@H]2CCCN2C1=O)N[C@@H](CO)Cc1ccccc1,7,-9,-8,-9,-16,3,0,1,5,29,-2
Cc1cc(C(=O)N/N=C2\CCCC(=O)C2)c(C)n1-c1ccccc1,2,4,-4,43,75*,-22,-25,-10,-16,-5,0
CCNC(=O)COC(=O)CCC(=O)c1cccs1,-2,6,3,6,-9,-33,9,9,-2,13,-3
Clc1c(Cl)c(Cl)c2n[nH]nc2c1Cl,-8,-6,20,-23,60*,8,26,23,7,2,-5
COc1ccc(CCNC(=O)C2CCCN(S(=O)(=O)c3ccc(F)cc3)C2)cc1OC (stereo unspecified),-7,-9,2,15,3,-24,9,23,5,-4,5
CCOC(=O)N1CCC(Nc2c(Nc3ccc(F)cc3)c(=O)c2=O)CC1,6,5,6,3,-12,-18,-31,-2,-17,0,-1
# More entries follow.
SMILES,NOD2 RIPK2 PPI,TLR9-MyD88 block,NR2F2 inh,TWEAK-Fn14 inh,TROY NFkB inh,NCOA1 inh,SRC2 inh,NCOA3 inh,LRH-1 inv ag,Granule exo inh,ABHD5-PLIN5 inh
CCc1ccccc1NC(=O)CNC(=O)CNC(=O)c1cccs1,2,7,-26,16,9,-31,0,-19,-2,1,-4
CCC(Oc1ccccc1)C(=O)NCc1cccnc1 (stereo unspecified),-6,1,-3,-19,-25,2,14,11,6,-2,1
COCCN(CC1CCCN(C2Cc3ccccc3C2)C1)C(=O)CCC(C)=O (stereo unspecified),2,-5,12,5,-13,8,-44,-19,7,5,-1
CC(C)C1C(=O)N(Cc2cn(Cc3ccco3)nn2)CCS(=O)(=O)N1Cc1ccc(-c2ccccc2)cc1 (stereo unspecified),8,7,13,34,10,2,17,-5,-9,5,-2
COc1ccc(OC)c(NC(=O)c2ccc(S(=O)(=O)N3CCOCC3)cc2)c1,-10,-3,0,17,-5,14,1,-1,8,1,2
CCCNS(=O)(=O)c1cc(Cl)ccc1OC,-8,1,-19,15,1,-26,7,7,-8,-4,0
CC(NC(=O)c1ccccc1SCC(=O)N1CCCC1)c1ccc(F)cc1 (stereo unspecified),-6,2,10,3,-3,-19,-26,8,-19,1,-4
CCSC1=N/C(=C\c2ccccc2)C(=O)N1,-6,8,-4,6,-9,-11,21,14,13,-4,0
CCCCc1nc2cc(C(=O)NCc3cn(C)nc3C)ccc2o1,5,0,24,11,17,4,14,4,1,-2,6
COc1ccc(NC(=O)C2(C)Cc3c(-c4cccc(C(F)(F)F)c4)ccnc3O2)cc1OC (stereo unspecified),10,·,30,-8,15,12,20,-6,-1,-1,-3
COc1ccc(C(=O)CSc2nc(C(C)(C)C)nc3ccccc23)cc1,-11,-11,10,25,11,-31,10,17,7,0,-11
COc1ccc(C(C)=O)cc1CSc1nnnn1-c1ccc(O)cc1,-14,2,-3,-3,10,-2,6,-3,9,20,-9
CCOC(=O)C1CCN(C(=O)CSCc2nc(-c3ccc(OCC)cc3)oc2C)CC1,-5,-10,22,28,33,3,15,19,18,-1,4
N=C1C=CC(=C(c2ccc(N)cc2)c2ccc(N)cc2)C=C1,-19,3,46*,30,16,30,-19,55,46,3,34*
CCn1nc(C(=O)OCc2cccc(S(=O)(=O)N(C)C)c2)c2ccccc2c1=O,4,-4,12,31,24,-2,-17,8,0,2,0
Cc1ccccc1OCC(=O)NC(=S)Nc1ccc(S(=O)(=O)NC2CCCCC2)cc1,-6,1,10,19,28,18,-53,0,21,-1,-3
CC(=O)Nc1ccc(S(=O)(=O)NCCC(=O)N2CCN(c3ccccc3Cl)CC2)cc1,-18,-6,-1,-6,1,3,16,-10,-7,-5,3
Cc1nc(C)c(CCNC(=O)c2ccc(C(F)(F)F)cc2)s1,7,-9,11,-12,5,-9,-9,1,-1,-4,1
O=C(NCc1cccnc1)c1sc2ccccc2c1Cl,3,-7,-11,10,-13,-3,-7,-13,-1,-2,5
COc1cccc(OC)c1C(=O)Nc1cccnc1,3,10,-8,-7,9,-14,13,1,-2,-3,1
COc1ccccc1NC(=O)Cn1c(C)nc2c(sc(=S)n2Cc2ccco2)c1=O,5,-4,1,6,17,7,1,-2,3,-8,4
COc1ccc2cc(CN(CC3CCCO3)S(=O)(=O)c3ccc(C(C)=O)cc3)c(=O)[nH]c2c1 (stereo unspecified),-7,1,1,2,-98,-25,-23,-17,-61,-5,12
COc1ccc(/C=N/NC(=O)c2cc(O)c(O)c(O)c2)cc1Cn1cc([N+](=O)[O-])cn1,7,3,-6,1,4,-12,-4,-1,3,0,8
Fc1ccc(C(Nc2ccccn2)c2c[nH]c3ccccc23)cc1 (stereo unspecified),-2,-10,9,31,-4,-2,18,-13,17,23,7
CCN(CC)S(=O)(=O)c1cccc2nsnc12,4,-2,7,18,4,4,1,5,3,0,-1

# Reprinted from the part before: three entries, followed by the next part.
SMILES,NOD2 RIPK2 PPI,TLR9-MyD88 block,NR2F2 inh,TWEAK-Fn14 inh,TROY NFkB inh,NCOA1 inh,SRC2 inh,NCOA3 inh,LRH-1 inv ag,Granule exo inh,ABHD5-PLIN5 inh
COc1ccc(/C=N/NC(=O)c2cc(O)c(O)c(O)c2)cc1Cn1cc([N+](=O)[O-])cn1,7,3,-6,1,4,-12,-4,-1,3,0,8
Fc1ccc(C(Nc2ccccn2)c2c[nH]c3ccccc23)cc1 (stereo unspecified),-2,-10,9,31,-4,-2,18,-13,17,23,7
CCN(CC)S(=O)(=O)c1cccc2nsnc12,4,-2,7,18,4,4,1,5,3,0,-1
Cc1cc(O)c2/c(=N\N)c(-c3csc(C)n3)coc2c1,0,6,-23,2,19,-5,8,13,12,3,2
CCOC(=O)CCc1ccc(NC(=O)/C=C/c2ccc([N+](=O)[O-])o2)cc1,1,-8,30,77*,-9,-67,-16,-9,-12,-2,-7
Cc1cccc(C(=O)Nc2cc(C)ccc2NC(=O)COc2ccccc2)c1,-2,2,7,28,-38,-5,-5,14,24,-5,8
Cc1ccc(C(O)c2ncc(-c3ccccc3)[nH]2)c(C)c1 (stereo unspecified),-5,·,-3,1,-2,7,-10,-14,-22,-8,-8
COc1ccc(-n2c(SCC(C)=O)nc3sc(C)c(C)c3c2=O)cc1,2,-6,1,6,3,-8,0,-5,-7,9,-2
COc1ccc(/C=C/C(=O)Oc2ccc(/C=N/NC(=O)c3ccncc3)cc2)cc1,7,2,-5,0,8,-14,-11,-30,-15,-3,2
CC(=O)N[C@@H](Cc1c[nH]c2ccccc12)C(=O)OCc1ccc(C#N)cc1,-4,1,-14,4,0,5,-2,-12,4,13,2
CCn1c(=O)cc(SCC(=O)Nc2cccnc2)c2ccccc21,4,3,-19,-6,5,-16,-12,14,19,-2,-2
CCCNC(=O)c1cc(-c2ccc(OC)cc2)n(CCCOC)c1C,-6,3,5,30,-6,-1,5,8,1,-2,1
CC1CCCN(CCCNC(=O)c2ccc3c(c2)N(Cc2ccc(F)cc2)C(=O)c2ccccc2S3=O)C1 (stereo unspecified),8,7,-8,13,7,-24,13,19,0,2,0
CCc1cc(=O)oc2c3c(cc(OCC(=O)NCCCCCC(=O)O)c12)OC(C)(C)CC3,-11,3,2,8,-4,14,9,9,0,-6,-1
COc1ccc(Cl)cc1C(=O)NNC(=O)COC(=O)CC(NC(C)=O)c1ccccc1 (stereo unspecified),-7,4,-14,-8,11,-22,5,3,19,1,0
CCOc1cc(C(=O)Nc2cnccn2)cc(OCC)c1OCC,-4,2,8,4,0,-70,-4,18,0,7,-6
COc1ccc(Cl)cc1NC(=O)CS(=O)(=O)c1cccc2nsnc12,-10,-5,-6,-6,-3,-2,-26,7,-6,0,-6
COc1ccc(C(=O)Nn2cnc3ccccc3c2=O)cc1[N+](=O)[O-],-6,0,-11,8,1,11,-12,-9,2,1,-3
O=C(COc1ccc2c(-c3ccccc3)cc(=O)oc2c1)NCCCn1ccnc1,4,2,14,-23,8,-21,5,-2,44,-7,6
O=C(Nc1ccc(Cl)cc1)N1CC=CCC1,-3,1,-20,-24,-33,-67,-27,-30,-66,-9,2
CC(C)c1csc2nc3n(c(=O)c12)CCCCC3,-6,4,-21,-20,-18,17,0,3,2,-4,0
O=C1Nc2ccccc2CCc2ccccc21,-8,-10,-23,8,6,-15,-31,6,-11,-10,-2
